Screening data (PubChem BioAssay)
Bim-Bcl-XL: inhibitors of Bim-Bcl-XL interaction, human; actives 0.04% (n = 190,000); AID 1007; Q07817; Bim peptide-Bcl-XL binding, bead flow cytometry, fluorescence; inhibition, % at 10 µM
Bcl-W Bim block: human Bim-Bcl-W interaction inhibition; Q92843; bead-based flow cytometry, Bim peptide-Bcl-W binding; inhibition, % at 10 µM; actives 0.02% (n = 190,000); AID 952;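 further: 0% = bound tracer without compound and 100% = peptide blocker; higher means less fluorescent Bim peptide bound to Bcl-W beads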
Target sequence (Q92843 whole entry, looked up): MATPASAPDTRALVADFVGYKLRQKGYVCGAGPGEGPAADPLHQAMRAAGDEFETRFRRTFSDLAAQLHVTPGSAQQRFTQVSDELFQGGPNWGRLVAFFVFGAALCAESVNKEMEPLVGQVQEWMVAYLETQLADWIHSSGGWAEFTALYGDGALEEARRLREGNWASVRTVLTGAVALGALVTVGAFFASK
Bim-Bcl-2: disrupts Bim peptide binding to human Bcl-2; actives 0.06% (n = 190,000); AID 950; inhibition, % at 10 µM; Bead-based flow cytometry, Bim peptide-Bcl-2 binding; P10415; in the data active means inhibition above about 40%; inconclusive means no clear call, values can overlap the other calls;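 further: 0% = no compound wells with probe peptide and 100% = reference peptide inhibitor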
Target sequence (P10415 whole entry, looked up): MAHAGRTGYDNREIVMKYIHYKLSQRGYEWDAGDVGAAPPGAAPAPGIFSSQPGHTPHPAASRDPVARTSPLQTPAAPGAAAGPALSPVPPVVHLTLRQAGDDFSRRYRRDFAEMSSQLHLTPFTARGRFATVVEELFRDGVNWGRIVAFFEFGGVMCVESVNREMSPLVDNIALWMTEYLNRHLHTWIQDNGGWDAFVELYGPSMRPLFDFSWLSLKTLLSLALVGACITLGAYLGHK
ABCB1 block: human ABCB1 inhibition, ABCG2 as counter-screen | P08183 | AID 1326 | actives 0.067% (n = 190,000) | inhibition, % at 6.6 µM | CCRF-Adr cells, JC-1 efflux, flow cytometry; in the data active means inhibition above about 40%;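 further: 0% = vehicle and 100% = reference inhibitor; higher value means more JC-1 retained so stronger ABCB1 efflux block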
RGS8-Gao: human RGS8-Galphao interaction regulation; P09471; multiplexed bead flow cytometry, RGS8-Galphao binding; actives lie on both sides; actives 0.34% (n = 220,000); response (percent of control binding), % at 10 µM; in the data active means response below about 60% or above about 140%; inactive means in between;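 further: Galphao activated as the GDP aluminium fluoride complex binding bead-coupled RGS8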
Target sequence (P09471 whole entry, looked up): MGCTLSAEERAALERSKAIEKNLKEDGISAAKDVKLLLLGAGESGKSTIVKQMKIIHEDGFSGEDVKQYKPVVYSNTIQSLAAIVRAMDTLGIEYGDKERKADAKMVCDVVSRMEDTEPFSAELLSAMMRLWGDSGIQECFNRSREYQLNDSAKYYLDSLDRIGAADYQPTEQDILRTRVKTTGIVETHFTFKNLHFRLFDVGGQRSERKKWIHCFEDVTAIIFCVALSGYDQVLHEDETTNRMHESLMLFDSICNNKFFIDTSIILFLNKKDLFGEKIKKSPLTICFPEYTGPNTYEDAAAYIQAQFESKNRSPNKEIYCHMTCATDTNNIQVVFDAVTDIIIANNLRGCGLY
RGS4-Gao reg: modulates binding of RGS4 to human Galphao; P09471; Multiplexed bead flow cytometry; actives lie on both sides; binding response (% of control), % at 10 µM; actives 0.33% (n = 220,000); AID 1415; in the data active means binding response below about 49% or above about 150%; inactive means in between;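 further: fluorescent Galphao activated with aluminum fluoride binding bead-coupled RGS4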
GSH fluor: compound fluoresces at 488/530 nm on GSH beads | actives 0.25% (n = 190,000) | GSH beads flow cytometry, compound fluorescence 488/530 nm; hits give high values | fluorescence (KMESF) at 10 µM | AID 1776; in the data active means fluorescence above about 89;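 further: glutathione beads carrying GST-tagged Bcl family fusion proteins plus one bare bead set; values are compound well signal with DMSO vehicle wells as background; inactives centre near 16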
Bfl-1 Bim block: human Bim-Bfl-1 interaction inhibition | AID 1008 | Q16548 | Bead-based flow cytometry, Bim-Bfl-1 binding inhibition | actives 0.12% (n = 190,000) | inhibition, % at 10 µM;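 further: 0% = wells without compound plus tracer and 100% = blocker peptide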
ABCG2 block: inhibitors of human ABCG2 transporter, ABCB1 counter-screen; IgMXP3 cells, JC-1 efflux, flow cytometry; inhibition, % at 6.6 µM; actives 0.1% (n = 190,000); AID 1325;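 active means inhibition above 80%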;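 further: 0% = DMSO and 100% = nicardipine control wells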
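Measure – % inhibition of efflux relative to nicardipine and DMSO · Test system – ABCG2 IgMXP3 and barcoded ABCB1 CCRF-Adr cell mix · Control set – nicardipine as high control, DMSO as low control · Compound – one concentration, 6.6 µM final · Signal – flow cytometry of retained JC-1 fluorescence · Timing – 10 min exposure at 25 °C with rotation, no wash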
Bim-Bcl-B: disrupts Bim peptide binding to human Bcl-B | inhibition, % at 10 µM | actives 0.073% (n = 190,000) | AID 951 | Q9HD36 | bead-based flow cytometry;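 further: 0% = tracer peptide without compound and 100% = reference inhibitor peptide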
Target sequence (Q9HD36 whole entry, looked up): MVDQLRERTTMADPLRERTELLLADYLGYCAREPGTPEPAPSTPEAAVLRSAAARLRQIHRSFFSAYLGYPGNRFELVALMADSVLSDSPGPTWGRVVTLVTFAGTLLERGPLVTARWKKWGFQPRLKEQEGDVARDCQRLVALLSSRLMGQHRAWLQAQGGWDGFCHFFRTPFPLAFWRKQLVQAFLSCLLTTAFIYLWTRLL
RGS7-Gao: regulators of human RGS7-Galphao interaction | Multiplexed bead flow cytometry, RGS7-Galphao binding; actives lie on both sides | binding response (% of control), % at 10 µM | actives 0.35% (n = 220,000); in the data active means binding response below about 49% or above about 150%; inconclusive means no clear call, values can overlap the other calls; inactive means in between;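 further: fluorescent Galphao held in activated GDP-AlF4 state binding bead-coupled RGS7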
* hit, by the source's call. Unless noted, no stated cut-off is given here; in the data, active means inhibition above about 40%.

How did Cc1snc(S(=O)(=O)/C(C#N)=N/Nc2ccc(C(F)(F)F)cc2)c1C#N do in these assays?
Bim-Bcl-XL: 0; Bcl-W Bim block: 1; Bim-Bcl-2: 0; ABCB1 block: -0.3; RGS8-Gao: 96; RGS4-Gao reg: 103; GSH fluor: 24; Bfl-1 Bim block: 0; ABCG2 block: 5; Bim-Bcl-B: 1; RGS7-Gao: 102

What do the screens show for `CC(=O)Nc1sc(C)c(C)c1C(=O)OC1CCOC1=O` (stereo not drawn)?
Bim-Bcl-XL: 0; Bcl-W Bim block: -2; Bim-Bcl-2: -1; ABCB1 block: 0.4; RGS8-Gao: 102; RGS4-Gao reg: 105; GSH fluor: 20; Bfl-1 Bim block: -1; ABCG2 block: 3; Bim-Bcl-B: -1; RGS7-Gao: 99

Results for CN1C(=O)CC(C(=O)Nc2ccccc2F)SC1=Nc1ccc2c(c1)OCO2 (stereo not drawn) ?
Bim-Bcl-XL: -1; Bcl-W Bim block: -3; Bim-Bcl-2: -3; ABCB1 block: 1.5; RGS8-Gao: 102; RGS4-Gao reg: 101; GSH fluor: 12; Bfl-1 Bim block: -3; ABCG2 block: 20; Bim-Bcl-B: 0; RGS7-Gao: inconclusive

How did Cn1c(N)c(C(=O)COC(=O)C2=COCCO2)c(=O)n(C)c1=O do in these assays?
Bim-Bcl-XL: -7; Bcl-W Bim block: -4; Bim-Bcl-2: -6; ABCB1 block: -0.5; RGS8-Gao: 99; RGS4-Gao reg: 99; GSH fluor: 22; Bfl-1 Bim block: -18; ABCG2 block: -5; Bim-Bcl-B: -6; RGS7-Gao: 100

What do the screens show for `Cc1nn(CC(=O)NCCc2ccccc2)c(=O)c2ccccc12`?
Bim-Bcl-XL: 3; Bcl-W Bim block: 0; Bim-Bcl-2: -2; ABCB1 block: 0.3; RGS8-Gao: 96; RGS4-Gao reg: 94; GSH fluor: 19; Bfl-1 Bim block: 0; ABCG2 block: 1; Bim-Bcl-B: -3; RGS7-Gao: 98

What do the screens show for `COc1ccc(S(=O)(=O)N2CCN(C(=O)c3cnc(C)cn3)CC2)cc1`?
Bim-Bcl-XL: 13; Bcl-W Bim block: 2; Bim-Bcl-2: -5; ABCB1 block: 0.8; RGS8-Gao: 104; RGS4-Gao reg: 106; GSH fluor: 52; Bfl-1 Bim block: -15; ABCG2 block: 4; Bim-Bcl-B: -4; RGS7-Gao: 103

Results for COc1cccc2cc(C(=O)c3ccc([N+](=O)[O-])cc3)oc12 ?
Bim-Bcl-XL: -1; Bcl-W Bim block: 4; Bim-Bcl-2: 0; ABCB1 block: -0.9; RGS8-Gao: 103; RGS4-Gao reg: 99; GSH fluor: 14; Bfl-1 Bim block: 0; ABCG2 block: 4; Bim-Bcl-B: 1; RGS7-Gao: 98

What do the screens show for `C=CCOC(=O)C1=C[C@@H](c2coc3ccccc3c2=O)C[C@@H](OCc2ccc(CO)cc2)O1`?
Bim-Bcl-XL: 0; Bcl-W Bim block: 0; Bim-Bcl-2: -1; ABCB1 block: 2.0; RGS8-Gao: 96; RGS4-Gao reg: 96; GSH fluor: 19; Bfl-1 Bim block: -5; ABCG2 block: 9; Bim-Bcl-B: -4; RGS7-Gao: 93

Results for COc1ccc(C(=O)CSc2nnc3ccc(-c4ccccn4)nn23)cc1 ?
Bim-Bcl-XL: -1; Bcl-W Bim block: -2; Bim-Bcl-2: 2; ABCB1 block: -0.3; RGS8-Gao: 102; RGS4-Gao reg: 104; GSH fluor: 24; Bfl-1 Bim block: 0; ABCG2 block: 2; Bim-Bcl-B: 0; RGS7-Gao: 108

How did Cc1ccc(C(=O)OCC(=O)Nc2ccccc2C(F)(F)F)cc1S(=O)(=O)N1CCOCC1 do in these assays?
Bim-Bcl-XL: -1; Bcl-W Bim block: 0; Bim-Bcl-2: 0; ABCB1 block: 1.3; RGS8-Gao: 99; RGS4-Gao reg: 108; GSH fluor: 15; Bfl-1 Bim block: 0; ABCG2 block: 6; Bim-Bcl-B: 0; RGS7-Gao: 101

How did Cc1ccc(N=Nc2[nH]c3ccccc3c2O)cc1 do in these assays?
Bim-Bcl-XL: 1; Bcl-W Bim block: 1; Bim-Bcl-2: 3; ABCB1 block: 0.6; RGS8-Gao: 104; RGS4-Gao reg: 103; GSH fluor: 14; Bfl-1 Bim block: 2; ABCG2 block: 9; Bim-Bcl-B: -1; RGS7-Gao: 102

Results for COc1ccccc1N(CC(=O)NCCSc1ccccc1)S(C)(=O)=O ?
Bim-Bcl-XL: -6; Bcl-W Bim block: -3; Bim-Bcl-2: -4; ABCB1 block: 0.7; RGS8-Gao: 100; RGS4-Gao reg: 99; GSH fluor: 64; Bfl-1 Bim block: -1; ABCG2 block: 8; Bim-Bcl-B: -3; RGS7-Gao: 97

Results for COCC(=O)Nc1nc2n(n1)C(c1ccccc1)CC(c1ccc(OC)cc1)N2 (stereo not drawn) ?
Bim-Bcl-XL: -4; Bcl-W Bim block: -2; Bim-Bcl-2: -3; ABCB1 block: 0.2; RGS8-Gao: 103; RGS4-Gao reg: 110; GSH fluor: 16; Bfl-1 Bim block: 4; ABCG2 block: 1; Bim-Bcl-B: -4; RGS7-Gao: 106

What do the screens show for `O=C(CCn1ccc2ccccc21)NC1CCCc2ccccc21` (stereo not drawn)?
Bim-Bcl-XL: 3; Bcl-W Bim block: 2; Bim-Bcl-2: -1; ABCB1 block: 0.1; RGS8-Gao: 103; RGS4-Gao reg: 105; GSH fluor: 13; Bfl-1 Bim block: 0; ABCG2 block: 0; Bim-Bcl-B: 1; RGS7-Gao: 100

Results for CCC(C)c1ccc(NC(=S)NCc2ccccc2OC)cc1 (stereo not drawn) ?
Bim-Bcl-XL: -4; Bcl-W Bim block: -3; Bim-Bcl-2: -4; ABCB1 block: 0.8; RGS8-Gao: 105; RGS4-Gao reg: 110; GSH fluor: 18; Bfl-1 Bim block: -5; ABCG2 block: 4; Bim-Bcl-B: -9; RGS7-Gao: 104

Results for CCCC(O)(c1ccc(OC)cc1)C(CN(C)C)c1ccccc1 (stereo not drawn) ?
Bim-Bcl-XL: 23; Bcl-W Bim block: 13; Bim-Bcl-2: 17; ABCB1 block: -0.2; RGS8-Gao: 106; RGS4-Gao reg: 109; GSH fluor: 18; Bfl-1 Bim block: 19; ABCG2 block: -7; Bim-Bcl-B: 9; RGS7-Gao: 103

What do the screens show for `COc1nc(C)ccc1-c1noc(-c2ccccn2)n1`?
Bim-Bcl-XL: -17; Bcl-W Bim block: 0; Bim-Bcl-2: -11; ABCB1 block: 0.2; RGS8-Gao: 99; RGS4-Gao reg: 101; GSH fluor: 26; Bfl-1 Bim block: -13; ABCG2 block: 2; Bim-Bcl-B: -7; RGS7-Gao: 98

Results for S=C(NCc1ccco1)Nc1ccc(N2CCOCC2)cc1 ?
Bim-Bcl-XL: -6; Bcl-W Bim block: -2; Bim-Bcl-2: 0; ABCB1 block: 0.6; RGS8-Gao: 101; RGS4-Gao reg: 102; GSH fluor: 6; Bfl-1 Bim block: -1; ABCG2 block: 6; Bim-Bcl-B: -3; RGS7-Gao: 107

What do the screens show for `CCN(CC(=O)Nc1ccc(NC(C)=O)cc1)C(=O)COc1ccc(C(=O)c2ccccc2)cc1`?
Bim-Bcl-XL: -11; Bcl-W Bim block: -7; Bim-Bcl-2: -10; ABCB1 block: 0.1; RGS8-Gao: 100; RGS4-Gao reg: 102; GSH fluor: 18; Bfl-1 Bim block: -15; ABCG2 block: 0; Bim-Bcl-B: -9; RGS7-Gao: 103

What do the screens show for `COc1cc2c(cc1OC)C(c1cccc([N+](=O)[O-])c1)N(C(=O)c1ccccc1C(=O)O)CC2` (stereo not drawn)?
Bim-Bcl-XL: 0; Bcl-W Bim block: 2; Bim-Bcl-2: 1; ABCB1 block: 0.6; RGS8-Gao: 102; RGS4-Gao reg: 98; GSH fluor: 19; Bfl-1 Bim block: -6; ABCG2 block: 1; Bim-Bcl-B: 0; RGS7-Gao: 100

Continued (2 carried over from the part before).
What do the screens show for `CCN(CC(=O)Nc1ccc(NC(C)=O)cc1)C(=O)COc1ccc(C(=O)c2ccccc2)cc1`?
Bim-Bcl-XL: -11; Bcl-W Bim block: -7; Bim-Bcl-2: -10; ABCB1 block: 0.1; RGS8-Gao: 100; RGS4-Gao reg: 102; GSH fluor: 18; Bfl-1 Bim block: -15; ABCG2 block: 0; Bim-Bcl-B: -9; RGS7-Gao: 103

What do the screens show for `COc1cc2c(cc1OC)C(c1cccc([N+](=O)[O-])c1)N(C(=O)c1ccccc1C(=O)O)CC2` (stereo not drawn)?
Bim-Bcl-XL: 0; Bcl-W Bim block: 2; Bim-Bcl-2: 1; ABCB1 block: 0.6; RGS8-Gao: 102; RGS4-Gao reg: 98; GSH fluor: 19; Bfl-1 Bim block: -6; ABCG2 block: 1; Bim-Bcl-B: 0; RGS7-Gao: 100

Results for Cc1ccc(O)c(CNc2cccc3cccnc23)c1 ?
Bim-Bcl-XL: 0; Bcl-W Bim block: -1; Bim-Bcl-2: -2; ABCB1 block: 0.6; RGS8-Gao: 86; RGS4-Gao reg: 74; GSH fluor: 14; Bfl-1 Bim block: -1; ABCG2 block: 4; Bim-Bcl-B: -5; RGS7-Gao: 102

How did C[N+]12CCCCC1C(COC(=O)c1ccc3c(c1)OCO3)CCC2 (stereo not drawn) do in these assays?
Bim-Bcl-XL: 1; Bcl-W Bim block: 0; Bim-Bcl-2: 0; ABCB1 block: 0.1; RGS8-Gao: 105; RGS4-Gao reg: 105; GSH fluor: 16; Bfl-1 Bim block: 1; ABCG2 block: 1; Bim-Bcl-B: -3; RGS7-Gao: 103

Results for O=C(COC(=O)c1ccncc1)Nc1cc(Cl)ccc1Cl ?
Bim-Bcl-XL: -5; Bcl-W Bim block: 2; Bim-Bcl-2: -6; ABCB1 block: 0.5; RGS8-Gao: 101; RGS4-Gao reg: 101; GSH fluor: 17; Bfl-1 Bim block: -8; ABCG2 block: 4; Bim-Bcl-B: -5; RGS7-Gao: 102

What do the screens show for `CCOC(=O)c1c(NCC(C)C)c2ccccc2[nH]c1=O`?
Bim-Bcl-XL: -2; Bcl-W Bim block: 0; Bim-Bcl-2: -9; ABCB1 block: 0.6; RGS8-Gao: 100; RGS4-Gao reg: 99; GSH fluor: 14; Bfl-1 Bim block: -9; ABCG2 block: 20; Bim-Bcl-B: -4; RGS7-Gao: 100

Results for COCC(=O)Nc1nc2ccc(C)cc2s1 ?
Bim-Bcl-XL: -8; Bcl-W Bim block: -2; Bim-Bcl-2: -11; ABCB1 block: -0.6; RGS8-Gao: 100; RGS4-Gao reg: 102; GSH fluor: 31; Bfl-1 Bim block: -17; ABCG2 block: 27; Bim-Bcl-B: -10; RGS7-Gao: 101

What do the screens show for `O=C(Cn1ccc([N+](=O)[O-])n1)Nc1nc2ccccc2s1`?
Bim-Bcl-XL: 0; Bcl-W Bim block: 1; Bim-Bcl-2: 0; ABCB1 block: -0.3; RGS8-Gao: 87; RGS4-Gao reg: 94; GSH fluor: 11; Bfl-1 Bim block: 1; ABCG2 block: 1; Bim-Bcl-B: 1; RGS7-Gao: 94
